mABHD4 FP – ABHD4 inhibitors, primary screen, biochemical, fluorescence polarization, mouse; (Lyso)-N-acylphosphatidylethanolamine lipase (Mus musculus), Q8VD66; purified mABHD4, FP-Rh probe fluorescence polarization; inhibition, % at 8.92 µM; 370,000 tested, 0.54% active; AID 720543, 2013;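 active = inhibition exceeding the mean over every tested compound plus 3 SD, cut at about 30% in these data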;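 also: 0% = plate median of compound wells and 100% = S159A mutant with DMSO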
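assay system = mABHD4 protein | compound dosing = single nominal dose of 8.92 µM, 0.89% DMSO final | read-out basis = percent inhibition of probe binding, normalized to plate controls | schedule = Enzyme–compound pre-incubation 45 min, then probe 60 min, both 25 °C | detection = fluorescence polarization, excitation 525 nm, emission 598 nm, BODIPY TMR filters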
Rev-erbA mod – modulators of Rev-erb alpha DNA binding, primary screen, biochemical, FITC-DNA, fluorescence polarization, uHTS; 370,000 tested, 0.79% active; AID 1259318, 2017; Rev-erbα–FITC-DNA binding, 90 min; activity, % at 10 µM; Nuclear receptor subfamily 1 group D member 1 (Homo sapiens), P20393;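 active = activity above about 14%, limit read from the data; passing the limit was not always enough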;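 also: 0% = DMSO wells with 35 nM protein and 100% = DMSO wells with 750 nM protein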
Target sequence (P20393 whole entry, looked up): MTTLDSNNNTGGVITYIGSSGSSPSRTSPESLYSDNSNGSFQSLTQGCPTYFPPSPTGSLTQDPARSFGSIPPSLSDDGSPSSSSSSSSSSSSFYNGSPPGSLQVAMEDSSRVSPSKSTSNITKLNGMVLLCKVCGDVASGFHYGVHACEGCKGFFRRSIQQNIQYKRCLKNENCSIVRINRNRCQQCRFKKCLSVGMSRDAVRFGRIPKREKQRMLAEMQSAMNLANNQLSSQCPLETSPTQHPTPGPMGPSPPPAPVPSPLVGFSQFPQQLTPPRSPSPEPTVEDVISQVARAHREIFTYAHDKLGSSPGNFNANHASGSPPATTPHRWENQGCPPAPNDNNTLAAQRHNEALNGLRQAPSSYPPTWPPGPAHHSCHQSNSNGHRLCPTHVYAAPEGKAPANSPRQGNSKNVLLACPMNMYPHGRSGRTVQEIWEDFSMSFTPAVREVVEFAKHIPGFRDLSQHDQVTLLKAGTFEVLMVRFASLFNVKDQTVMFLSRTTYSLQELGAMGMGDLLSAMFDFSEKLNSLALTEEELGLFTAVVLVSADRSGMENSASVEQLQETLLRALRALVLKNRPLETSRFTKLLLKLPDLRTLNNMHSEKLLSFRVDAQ
TCR-CD3 inh – inhibitors of human TCR-CD3 interaction, primary screen, biochemical, fluorescence, TAMRA-labeled TCR probe. 360,000 tested, 0.37% active. inhibition, % at 9.4 µM. T-cell receptor (TCR); in the data active = inhibition above about 19%;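 also: recombinant mutant TCR 2C K166C tagged with TAMRA read by polarization; 0% = receptor in buffer alone and 100% = receptor with positive control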
HTRA1 inhibitor – HTRA1 serine protease inhibitors, primary screen, biochemical, fluorescence polarization, HTS. inhibition, % at 5.96 µM. 340,000 tested, 0.5% active. AID 504803, 2011. recombinant HTRA1, FP-rhodamine activity-based probe. Q92743; in the data active = inhibition above about 36%;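 also: 0% = enzyme with DMSO and 100% = wells lacking enzyme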
MBD2 DNA inh – inhibitors of MBD2 binding to methylated DNA, primary screen, biochemical, TR-FRET, DNA-binding domain, human. Methyl-CpG-binding domain protein 2 (Homo sapiens), Q9UBB5. MBD2 binding to methylated oligonucleotide. inhibition, % at 4.4 µM. 370,000 tested, 0.31% active. AID 686964, 2013; in the data active = inhibition above about 13%
Target sequence (Q9UBB5 whole entry, looked up, the tested form may be a part): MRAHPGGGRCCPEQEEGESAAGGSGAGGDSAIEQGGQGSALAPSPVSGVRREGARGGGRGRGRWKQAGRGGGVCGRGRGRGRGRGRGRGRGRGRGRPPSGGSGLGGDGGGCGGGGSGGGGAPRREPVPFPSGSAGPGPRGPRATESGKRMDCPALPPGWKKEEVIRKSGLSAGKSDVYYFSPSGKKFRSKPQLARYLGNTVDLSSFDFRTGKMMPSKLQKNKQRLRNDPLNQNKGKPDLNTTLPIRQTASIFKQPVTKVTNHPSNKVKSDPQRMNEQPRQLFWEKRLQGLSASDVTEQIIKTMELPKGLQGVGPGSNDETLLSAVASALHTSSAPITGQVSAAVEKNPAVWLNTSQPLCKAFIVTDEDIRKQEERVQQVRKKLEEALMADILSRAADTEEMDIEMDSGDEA
LEDGF integ inh – blockers of LEDGF/p75-dependent integrase strand transfer – biochemical, TR-FRET, high throughput, primary screen; TR-FRET IN-LEDGF/p75 DNA integration, Eu/Cy5; inhibition, % at 3.7 µM; 370,000 tested, 0.64% active;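 active = inhibition above the screen-wide mean plus 3 SD, cut at about 13% in these data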;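 also: signal is the Cy5 over europium emission ratio at 671 and 618 nm; 0% = plate median of compound wells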
UHRF1 MBD2 ctr – UHRF1 methylated DNA binding inhibitors, primary screen, counter-screen for MBD2 inhibitor project, biochemical, TR-FRET, human UHRF1, single concentration | UHRF1 binding to methylated oligo | E3 ubiquitin-protein ligase UHRF1 (Homo sapiens), Q96T88 | 370,000 tested, 0.75% active | inhibition, % at 4.4 µM; in the data active = inhibition above about 21%;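 also: UHRF1 SRA domain binding a hemimethylated CpG hairpin DNA probe; 0% = median of test compound wells and 100% = reference inhibitor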
rCAG RNA binder – binders of r(CAG) RNA repeats, primary screen, biochemical, fluorescence | 370,000 tested, 1.3% active | inhibition, % at 3 µM | r(CAG) RNA repeat, TO-PRO-1 dye displacement fluorescence;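 active = inhibition above the plate cutoff, the mean of all test compounds on that plate plus 3 SD, cut at about 35% in these data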;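 also: 0% = DMSO alone and 100% = 100 µM mitoxantrone as full dye displacement; higher means more dye released from RNA so lower well fluorescence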
PRMT1 inh – PRMT1 methyltransferase inhibitors, primary screen, biochemical, fluorescence polarization; Protein arginine N-methyltransferase 1 (Homo sapiens), Q99873; recombinant PRMT1, activity-based probe fluorescence polarization; inhibition, % at 2.79 µM; 370,000 tested, 1.3% active; AID 652257, 2013;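 active = inhibition above about 21% made by adding two undisclosed values, limit read from the data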
PG9 Ab binder – binders of HIV-1 gp120 antibody PG9, primary screen, biochemical, TR-FRET. inhibition, % at 6.7 µM. TR-FRET gp120-PG9 antibody binding. 360,000 tested, 0.43% active. HIV-1 gp120 / PG9 antibody interaction; in the data active = inhibition above about 8.5%
* marks the source's active call; other numbers are inactive results; . = not tested or not shown. Not all compounds are listed; count on the stated rates, not on these rows.

structure	LEDGF integ inh	UHRF1 MBD2 ctr	PG9 Ab binder	HTRA1 inhibitor	rCAG RNA binder	TCR-CD3 inh	PRMT1 inh	Rev-erbA mod	mABHD4 FP	MBD2 DNA inh
Cc1ccc2c(cnn2C(=O)CCC(=O)NC2CCCCC2)c1	3	-3	0.1	-1	1	-7	-1	-4	6	1
CC(/C=C/C=C/c1ccccc1)=N/NC(=O)CNc1ccccc1C	-1	-3	0.5	3	1	2	2	0	6	-2
COCCNC(=S)N/N=C(\C)c1ccc(Cl)c(Cl)c1Cl	5	0	-0.5	8	-3	4	0	-3	3	-1
O=C(CCCN1C(=O)/C(=C/c2cccc(Br)c2)SC1=S)N1CCOCC1	-1	2	-1.5	-4	6	2	-2	5	-5	-1
C=C1CN(Cc2ccccc2)S(=O)(=O)c2ccccc21	-4	-2	-2.6	-14	1	2	-1	-2	-7	1
Cc1nc(NC(=O)C(C)(C)C)sc1[N+](=O)[O-]	2	0	-0.5	.	2	-8	-3	-2	0	1
COC(=O)c1c(C)nc2ccccc2c1-c1ccccc1	-2	0	-0.9	-3	-5	2	0	-1	5	0
CCOC(=O)N1CCN(C(=O)CSc2ccc3nnc(-c4cccnc4)n3n2)CC1	6	3	-0.7	1	-3	4	-3	3	-2	-2
CCc1ccc(NC(=O)c2onc(C)c2Cl)cc1	3	-1	-0.4	-4	3	-8	-1	-1	-5	2
COc1ccccc1C(O)c1nccn1C (stereo not given)	2	3	-1.4	11	1	2	-1	7	9	0
Cc1cc(C)nc(Nc2ccc(O)cc2)n1	-2	0	1.4	2	-1	2	0	-2	4	-6
CCOc1ccc(Cn2nnc(C(=O)NCCc3ccc(Cl)cc3)c2N)cc1	5	-1	1.3	0	4	1	-1	6	-5	-4
O=C(CN1CCCCC1)NC(=O)NC1CCCC1	3	-1	-2.6	4	-4	3	-1	10	-1	2
O=c1cc(Nc2ccc3c(c2)OCO3)[nH]c(=O)n1-c1ccc(Br)cc1	4	-1	-3.7	28	31	-8	9	1	0	-7
Cc1cnc(NC(=O)C2CC(=O)N(c3cccc(Cl)c3)C2)s1 (stereo not given)	4	4	-2.9	11	-3	-4	-3	6	-1	2
CCOC(=O)COc1nc2c(c(-c3ccco3)c1C#N)CCc1ccccc1-2	-4	-1	-0.7	.	2	2	-1	-2	3	3
CCOc1cc(NC(=O)c2ccco2)c(OCC)cc1NC(=O)Cc1ccc(OC)c(OC)c1	0	0	0.9	-2	-3	0	-1	-1	7	-4
CC(C)c1ccc(C2/C(=C(\O)c3ccc4c(c3)OCCO4)C(=O)C(=O)N2CCN2CCOCC2)cc1 (stereo not given)	-2	1	5.5	-4	16	-3	2	6	1	1
Cc1ccc(-n2nnnc2SCC(=O)c2c(N)n(C3CC3)c(=O)[nH]c2=O)c(C)c1	0	3	-2.3	-4	5	-4	3	9	-4	0
O[C@H](COc1ccc(C(F)(F)F)cc1)CN1CCC(C(O)(c2ccccc2)c2ccccc2)CC1	0	-3	.	.	-2	.	-1	7	11	-1

2 of these compounds in a different format:
Value order: LEDGF integ inh, UHRF1 MBD2 ctr, PG9 Ab binder, HTRA1 inhibitor, rCAG RNA binder, TCR-CD3 inh, PRMT1 inh, Rev-erbA mod, mABHD4 FP, MBD2 DNA inh
CCc1ccc(NC(=O)c2onc(C)c2Cl)cc1
 : 3, -1, -0.4, -4, 3, -8, -1, -1, -5, 2
COc1ccccc1C(O)c1nccn1C (stereo not given)
 : 2, 3, -1.4, 11, 1, 2, -1, 7, 9, 0

(more compounds)
structure	LEDGF integ inh	UHRF1 MBD2 ctr	PG9 Ab binder	HTRA1 inhibitor	rCAG RNA binder	TCR-CD3 inh	PRMT1 inh	Rev-erbA mod	mABHD4 FP	MBD2 DNA inh
O=C1Nc2ccccc2C(=O)N2[C@H](c3ccc(F)cc3)[C@@H]3C(=O)N(Cc4ccccc4)C(=O)[C@@H]3[C@H]12	-2	0	0.6	-2	-3	0	-3	0	-7	1
O=C1CSC(=Nc2ccccc2Cl)N1	0	1	0.3	-1	1	0	1	5	-1	-3
CCCCNC(=O)C1C2C=CC(C2)C1C(=O)O (stereo not given)	0	0	0.7	1	2	-3	1	4	5	3
COc1ccc(NC(=S)NCc2cccs2)cc1OC	-1	2	-0.8	4	-3	3	1	1	-2	4
CCN(CC)CCNC(=O)c1cn(CCOC)c(=O)c2c1c1ccccc1n2C	1	0	-1.7	9	0	0	-6	-6	3	-3
CCOC(=O)C1=C(C)N(C[C@@H]2CC[C@@H](Cc3ccc4cc(OC)ccc4c3)O2)C(=O)NC1c1ccccc1 (stereo not given in full)	0	0	-1.1	-57	10	1	-3	-2	-4	-2
CSc1cccc(NC(=O)N2CCc3ccc(NC(=O)c4ccccn4)cc3C2)c1	-2	-3	-0.7	-60	4	-3	3	4	-27	-2
CCCC(=O)N1CCCC(c2cc(C(=O)NCc3ccc(F)cc3)no2)C1 (stereo not given)	-2	0	-0.2	.	1	2	0	-7	0	1
O=C(CN1CCN(S(=O)(=O)c2ccccc2F)CC1)Nc1ccnn1C1CCCC1	-8	0	-0.6	3	2	-3	2	0	1	3
CO/N=C/c1cc([N+](=O)[O-])ccc1Sc1ccc(C)cc1	-2	5	2.2	-2	-1	-9	-1	0	-7	-1
COCCCNC(=O)CCc1nc2cccnc2n1Cc1ccc(OC)cc1	0	-1	-0.9	-2	0	1	-1	5	6	4
CCOC(=O)c1c(CSc2ccc(C)cc2)n(C)c2cc(Br)c(O)c(CN(C)C)c12	5	-1	-1.9	-2	-1	0	0	10	40*	1
COC(=O)COc1ccccc1C(=O)Nc1ccc(OC)cc1	2	2	-2.8	-4	0	-9	-2	0	-3	6
C=CCC1(CC=C)CCCN1C(=O)CC1C(=O)NCCN1Cc1cccc(OC)c1 (stereo not given)	2	-1	-3.6	-1	-6	-3	-2	-1	5	6
O=C1CCCCC1Nc1ccc([N+](=O)[O-])cc1 (stereo not given)	-1	-1	-0.5	5	2	6	0	-3	2	-7
Cc1ccc(CN(C)C(=O)COC(=O)CSc2cc(C)c3ccccc3n2)cc1	-4	3	0.4	-19	3	-5	-2	6	3	1
COc1ccc2c(c1)CO[C@H]([C@H](O)CO)[C@H]2/C=C/c1ccccc1	-2	2	.	.	4	.	7	15	7	4
COc1ccc(-n2c(C)nnc2SCC(=O)N2C(C)CCCC2C)cc1 (stereo not given)	-3	2	-0.2	7	-10	-9	3	1	9	3
C=C[C@@H]1c2ccccc2N(S(=O)(=O)c2ccc(C)cc2)[C@H](c2ccccc2)C1(C#N)C#N	0	2	-1.2	-4	2	-1	-1	-1	-3	0
CN(Cc1nc(-c2ccncc2)no1)S(=O)(=O)c1ccc(Cl)cc1	1	0	0.1	-1	-5	-5	1	-1	3	0
O=C(Nc1cccs1)Nc1ccccc1Cl	15*	-2	-2.2	-4	2	3	3	8	-1	0
CC1CCCC(C)N1C(=O)CN1c2cccc3cccc(c23)S1(=O)=O (stereo not given)	-5	-5	-2.1	7	-3	-7	5	1	0	-2
Cc1cc(=O)[nH]c(NC(=O)Cc2ccccc2)n1	-4	3	-2.2	8	-2	2	2	-1	1	3
CCC1(C)Cc2nc3sc(C(=O)O)c(N)c3cc2CO1 (stereo not given)	2	-1	-3.0	-11	14	-5	7	9	-3	-3
CS(=O)(=O)c1ccc(C(=O)N(CCc2ccccc2)Cc2ccccc2)cc1	1	3	-1.5	-2	-6	3	-2	1	8	-4
CC(O)c1nc2c(c(=O)n(C)c(=O)n2C)n1C (stereo not given)	-2	0	0.0	3	1	-4	5	6	4	3
C=CCNC(=O)c1cc2c(=O)n3ccccc3nc2s1	1	-10	2.4	4	1	8	-1	4	10	-4
C=CCNc1nc(C(=O)OCC(=O)c2ccc(C)c([N+](=O)[O-])c2)cs1	1	-1	-3.9	-11	15	-1	-4	2	1	-5
CC1CCc2c(C(=O)NCC3CCCO3)csc2C1 (stereo not given)	-2	1	1.4	4	-3	-3	5	2	-4	0
O=C1CC(O)(c2ccccc2)C(c2ccccc2)=C1c1ccccc1 (stereo not given)	2	2	1.7	-22	-3	-5	2	6	-2	1
COc1cccc(C2CC(c3ccc(Cl)cc3Cl)Nc3nc(N)nn32)c1 (stereo not given)	4	14	-2.3	-4	-8	7	0	4	7	0
N#Cc1c(/N=C/N2CCCC2)oc(-c2ccccc2)c1-c1ccccc1	-2	-2	-0.1	2	4	-3	7	-3	9	-2
CC(=O)c1ccc(OCCCC(=O)Nc2ccc(C)c(S(=O)(=O)N3CCCCC3)c2)cc1	-3	-2	-0.9	-5	-1	-1	-1	7	3	2
Cn1c(=O)n(CC#N)c2ccccc21	2	4	-0.6	-4	4	-1	-3	-5	-10	-6
O=S(=O)(NCC1CCCO1)c1ccc(S(=O)(=O)N(Cc2ccccn2)C2CC2)cc1 (stereo not given)	2	2	3.1	-3	1	-6	1	-8	-8	1
CC(C)S(=O)(=O)N1CCCC(c2cc(C(=O)Nc3ccc(F)c(Cl)c3)no2)C1 (stereo not given)	-2	10	-0.3	.	3	4	-1	-4	-3	-3
CCc1cc(=O)oc2cc(C)cc(OC(=O)c3ccco3)c12	0	2	-0.1	48*	-5	-6	2	-5	1	5
CC(=O)N(C(C)=O)c1ncn(C)c1S(=O)(=O)Nc1ccccc1	-1	0	-0.7	3	2	7	-1	-4	0	0
O=S1(=O)CCN(Cc2csc(-c3cccs3)n2)CC1	-4	-2	-2.1	-1	-2	-5	2	-3	3	4
CN(C)c1ccc(CNC23CN4CN(CN(C4)C2)C3)cc1	0	4	-0.4	5	-2	-4	3	0	-4	-5
O=C(NCc1nc2ccccc2[nH]1)C1=C[C@H](C2CC2)C[C@H](OCc2ccc(CO)cc2)O1	0	-3	-0.5	-7	-5	3	2	-3	-6	1
O=C(CCc1nnc(C2CCCCC2)o1)NCCCOc1cccnc1	1	0	-0.4	-2	-4	2	1	3	-2	-2
CSc1nc2sc3c(c2c(=O)[nH]1)CCC(C)C3 (stereo not given)	-2	-2	-0.5	-5	-2	10	-3	8	7	0
CCCSc1nnc(-c2cccc(S(=O)(=O)N(C)C)c2)n1-c1cc(OC)ccc1OC	3	-3	3.2	-8	0	-9	-3	8	3	-3
O=S(=O)(c1ccccc1)N1CCN(S(=O)(=O)c2ccccc2)c2ccccc21	0	0	0.6	-22	2	2	3	3	2	-3
COc1ccc(/C=N/S(=O)(=O)c2cccs2)cc1	-3	0	0.7	3	-2	8	-3	-3	-3	5
COC(CNC(=O)c1c[nH]c2ccc(S(=O)(=O)N(C)c3ccc(F)cc3)cc2c1=O)OC	2	10	4.0	-1	16	-8	0	-4	-9	6
